Screening results: PubChem, Fisher Drug Discovery Resource Center
hcGAS inh – blocks human cGAS activity | recombinant h-cGAS, ATP depletion, Kinase-Glo luminescence | inhibition, % at 12.5 µM | 290,000 compounds, 0.081% hits;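 also: 0% = vehicle reaction and 100% = reaction without DNA for no activity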
Target sequence (Q8N884 whole entry, looked up): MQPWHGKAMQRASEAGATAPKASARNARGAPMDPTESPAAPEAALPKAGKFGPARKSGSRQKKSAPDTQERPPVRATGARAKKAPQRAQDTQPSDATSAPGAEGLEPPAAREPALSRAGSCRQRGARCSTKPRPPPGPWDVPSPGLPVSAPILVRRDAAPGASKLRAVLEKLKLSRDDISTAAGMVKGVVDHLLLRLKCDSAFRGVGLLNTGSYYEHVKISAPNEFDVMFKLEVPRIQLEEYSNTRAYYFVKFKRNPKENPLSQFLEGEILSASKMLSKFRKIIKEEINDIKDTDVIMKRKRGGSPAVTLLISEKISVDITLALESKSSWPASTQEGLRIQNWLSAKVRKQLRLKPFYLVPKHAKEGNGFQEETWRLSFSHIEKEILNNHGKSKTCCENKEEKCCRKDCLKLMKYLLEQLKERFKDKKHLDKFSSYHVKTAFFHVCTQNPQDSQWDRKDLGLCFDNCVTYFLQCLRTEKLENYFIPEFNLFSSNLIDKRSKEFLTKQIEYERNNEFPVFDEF
mcGAS lum – inhibitors of mouse cGAS; recombinant cGAS, Kinase-Glo ATP depletion luminescence; Q8C6L5; 160,000 compounds, 0.15% hits; inhibition, % at 12.5 µM;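 also: 0% = negative control wells and 100% = reference inhibitor with no enzyme activity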
NPYLR7 ag – activates Aedes aegypti NPYLR7 receptor; activation, % at 10 µM; HEK293T NPYLR7/Galpha15, GCaMP6s calcium fluorescence; 270,000 compounds, 0.15% hits; in the data active = activation above about 40%;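 also: 0% = vehicle and 100% = reference agonist at the receptor; some compounds past the cut are filed as inactive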
Active calls of the source: *; nt = not tested or not shown; & = joins results of further samples. Rule as the data show it, unless noted: active = inhibition above about 40%; inactive = the rest.

Every second line gives: hcGAS inh	mcGAS lum	NPYLR7 ag
- Cn1nc(-c2ccc(F)cc2)c2cc(C(=O)NCCNC(=O)c3ccc(F)cc3)sc21
  -2	nt	6
- COc1ccc(C2(C(=O)N3CCCC(N4CCOCC4)C3)CCCC2)cc1 (stereo not given)
  -5	-18	11
- Cc1ccc(CN2CCN(C(=O)Cn3nnnc3CN3CCOCC3)CC2=O)cc1
  -5&-10	-3	4&-4
- COc1cccc(-c2cnnc(N3CCC(c4ccccc4F)C3)n2)c1 (stereo not given)
  4	-5	-1
- O=C(CCN(c1nc(C2CC2)nc2ccccc12)C1CCCCC1)NCc1ccco1
  -2	-8	nt
- Cc1ccccc1Nc1nc(-c2cnc(N3CCCCC3)nc2C)cc(=O)[nH]1
  -3	nt	3
- O[C@H]1C[C@@H]2CN(Cc3cccc(Oc4ccccc4)c3)C[C@@H]2C[C@@H]1O
  -4	nt	-1
- NS(=O)(=O)N1CCN(Cc2ccc(F)c(Br)c2)CC1
  -6	nt	13
- CCC(=O)N1CCC1(C)C(=O)Nc1cc(C)nc2ccccc12 (stereo not given)
  -14	-9	4
- COc1ccc(CCN(C)c2cc(C)nc(SCc3ccc(C(=O)O)cc3)n2)cc1OC
  -5	-5	11

Next section.
Every second line gives: hcGAS inh	mcGAS lum	NPYLR7 ag
- O=C1CCCN1CCCNc1nc(CN2CCCCC2)nc2sc3c(c12)CCC3
  -10	-5	0
- COc1ccc(-n2c(=O)[nH]c3c(C(N)=O)nc(-c4ccccc4)nc32)c(OC)c1
  -3	1	-4
- Cc1nnc(SCCn2c(N(C)Cc3ccccc3)nc3c2c(=O)n(C)c(=O)n3C)s1
  -2	nt	4
- CCCNC(=O)C1(C)CCN1C(=O)c1ccccc1CCc1ccccc1 (stereo not given)
  -9	-4	7
- Cc1noc(C)c1C1CCCN1Cc1cccc(C(=O)Nc2cccnc2)c1 (stereo not given)
  5	0	nt
- Cc1onc(-c2ccccc2Cl)c1C(=O)Nc1ccc2ccccc2c1
  -3	-2	16
- COc1cccc(Oc2cc(N3CCN(C(=O)NC4CCCCC4)C(C)C3)ncn2)c1 (stereo not given)
  0	1	-23
- CC(C)(C)C(=O)Nc1ccnn1C1CCN(C(=O)C2=CCCC2)CC1
  -10	nt	3
- CCCc1[nH]n(-c2ccc(Cl)c(Cl)c2)c(=O)c1C1=C([n+]2cccc(C)c2)C(=O)N(Cc2ccccc2)C1=O
  2	2	-18
- Cc1cccc2c3c([nH]c12)CCC(NC(=O)C1CCCO1)C3 (stereo not given)
  -5	-7	27

Remaining list, next part:
Every second line gives: hcGAS inh	mcGAS lum	NPYLR7 ag
- C[C@@H]1CN(Cc2cc3n(n2)CCNC3)C[C@H](C)O1
  -1	nt	5
- Cc1cccc(C)c1NC(=O)c1ccccc1NC(=O)CN(C)Cc1ccccn1
  -4	-15	9
- COc1ccc(OC)c(NC(=O)c2cnn3c2NC(c2ccc(C)cc2)CC3C(F)(F)F)c1 (stereo not given)
  5	-3	-11
- CCN1Cc2cc(F)ccc2N(C(=O)C2CCC2)CCC1=O
  1	-5	26
- Cc1cc(C)c(Cn2ccnc2CN(Cc2ccco2)C(=O)c2ccc(F)cc2)c(C)c1
  -5	-7	-2
- C#CC1(OCC(O)CN2C(C)(C)CC(O)CC2(C)C)CCCCC1 (stereo not given)
  -8	-8	0
- CC1(C2CC2)CC(=O)N(CC(=O)N2CCC3(CCc4ccccc43)CC2)C1 (stereo not given)
  -8	nt	24
- CCc1nc2ccc(C(=O)N(C)Cc3ccco3)cn2c1N(CC)CCN(C)C
  -4	-5	-5
- CCc1nc2ccc(C(=O)NCc3cccs3)cn2c1N(C)Cc1ccc(OC)cc1
  -4	-3	49
- Cc1sc2nc(Cc3nc(-c4ccccc4)n[nH]3)[nH]c(=O)c2c1C
  -2	nt	-1

(continued)
Every second line gives: hcGAS inh	mcGAS lum	NPYLR7 ag
- O=S(=O)(NCc1ccc2c(c1)OCO2)C1=Cc2ccccc2CC1
  -6	nt	2
- O=c1[nH]c2ccccc2cc1CN1CC[C@@H](c2ccc3c(c2)OCO3)[C@H](O)C1
  -4	-9	-6
- Cc1cc(-n2c(C)cc(C(=O)N3CCc4ccccc43)c2C)no1
  -9	nt	5
- O=C(c1ccccn1)N1CCCC(CCc2ccccc2C(F)(F)F)C1 (stereo not given)
  -3	nt	5
- O=C(c1cnc(CN2CCCC2)s1)N1C[C@@H]2CNC[C@]2(C(=O)O)C1
  -4	nt	-2
- O=C(O)c1cc(-c2ccccc2F)nn1-c1ccccc1Cl
  -3	nt	13
- O=C(c1ccnc(-n2cnnc2)c1)N1CCC2(CC1)C(=O)Nc1ccccc12
  -3	nt	-1
- Nc1ccn(C2CC(O)C(CO)O2)c(=O)n1 (stereo not given)
  3	nt	-22
- C=CCNc1ccccc1C(=O)N(C)CC1CCN(c2ccccc2)C1 (stereo not given)
  -1	nt	6
- Cc1nc(N2CCC(C(N)=O)CC2)c2c3c(sc2n1)CC(C)CC3 (stereo not given)
  -7	nt	-13

Continued, overlapping the part above by 3 compounds.
Every second line gives: hcGAS inh	mcGAS lum	NPYLR7 ag
- Nc1ccn(C2CC(O)C(CO)O2)c(=O)n1 (stereo not given)
  3	nt	-22
- C=CCNc1ccccc1C(=O)N(C)CC1CCN(c2ccccc2)C1 (stereo not given)
  -1	nt	6
- Cc1nc(N2CCC(C(N)=O)CC2)c2c3c(sc2n1)CC(C)CC3 (stereo not given)
  -7	nt	-13
- Cc1cc(OC(=O)N2CCOCC2)cc2c1C(=O)/C(=C/c1cccnc1)O2
  -7	-8	2
- COC(=O)c1c(C)c(C(=O)C(C)N(Cc2ccc(F)cc2)C(=O)C(C)Cl)c(C)n1C (stereo not given)
  -6	-4	-14
- CCc1ccccc1NC(=O)C1CSC2(C)CCC(=O)N12 (stereo not given)
  -1	nt	-2
- CCCCC(Sc1c(CCC)cnc2c1c(=O)n(C)c(=O)n2C)C(=O)O (stereo not given)
  -8	-8	6
- CCCC(C#N)NC(=O)Cn1c(-c2ccc(C)cc2)n[nH]c1=S (stereo not given)
  -7	nt	7
- Cc1nc(C(=O)N2CC(=O)N(C3CCCCC3)CC(OCc3ccccc3)C2)cs1 (stereo not given)
  -2	-16	2
- CCC(C)(C)c1ccc(OCCCCNC(=O)c2cc(-c3ccccc3Cl)nn2-c2ccc(OC)cc2)c(C(C)(C)CC)c1
  -4	-5	25
- O=C(CN1CCc2[nH]ncc2C1)NCc1ccccc1F
  -11	nt	18
- FC(F)(F)Oc1ccc(CNc2nccnc2-c2cc(C(F)(F)F)cc(C(F)(F)F)c2)cc1
  -8	-4	15
- Cc1nc(C2CCCN2C(=O)C2CCN(C(=O)CC(C)C)CC2)n[nH]1 (stereo not given)
  -8	-6	nt

Full records as entered above. Order of values: hcGAS inh	mcGAS lum	NPYLR7 ag
O[C@H]1C[C@@H]2CN(Cc3cccc(Oc4ccccc4)c3)C[C@@H]2C[C@@H]1O reads -4	nt	-1
CC(C)(C)C(=O)Nc1ccnn1C1CCN(C(=O)C2=CCCC2)CC1 reads -10	nt	3
Cc1nnc(SCCn2c(N(C)Cc3ccccc3)nc3c2c(=O)n(C)c(=O)n3C)s1 reads -2	nt	4
CCCC(C#N)NC(=O)Cn1c(-c2ccc(C)cc2)n[nH]c1=S (stereo not given) reads -7	nt	7

Next section:
Every second line gives: hcGAS inh	mcGAS lum	NPYLR7 ag
- CC(C(=O)N1CCc2c(nc(-c3ccccc3)[nH]c2=O)C1)n1ccnc1 (stereo not given)
  -4	nt	-1
- CN(C(=O)c1ccc(NC2CC2)nc1)c1ccc(C(C)(C)C)cc1
  -7	nt	17
- CCC(CC)n1c(=O)n(Cc2ccncc2)c2cc(C(=O)O)cnc21
  -4	-16	14
- Cc1ccsc1C(=O)N1CCC1(C)C(=O)Nc1cc(C(C)(C)C)on1 (stereo not given)
  -13	nt	4
- Cc1c(Cl)cc(F)cc1S(=O)(=O)N1CCC(c2c[nH]c3ccc(F)cc23)CC1
  -2	3	11
- CCC(=O)Nc1c(-c2ccc(Cl)cc2)nc2ccccn12
  -9	-8	-10
- N#CC(C#N)=Cc1cn[nH]c1-c1cc2ccccc2o1
  19	46*	-1
- COc1ccc(-c2cc(C)ccc2OCC(N)=O)cc1OC
  -2	nt	-1
- Cc1nn(CC(=O)N2CCOCC2)c(C)c1S(=O)(=O)N1CCOCC1
  -10	nt	-1
- O=C(Oc1ccc2sc(=O)oc2c1)c1ccco1
  -4	nt	5

Next entries
Every second line gives: hcGAS inh	mcGAS lum	NPYLR7 ag
- COc1ccc(-c2cnc3ncnn3c2N2CCCC2)cc1
  -3	-4	4
- CCC(CC)NC(=O)COC(=O)C1=CC=CN2CCS(=O)(=O)N=C12
  -5	nt	0
- Cc1cn2c3c(=O)n(Cc4ccc(F)cc4)c(=O)n(C)c3nc2n1C(C)C
  -10	nt	12
- CCOC(=O)c1c(C)[nH]c(C(=O)COC(=O)Cn2cc(C(F)(F)F)ccc2=O)c1C
  -6	-5	-1
- O=S(=O)(NCc1ccccc1)Nc1ccc(CCN2CCCC2)cc1
  1	nt	-1
- CCOc1cc(CN2CCCC(CO)(Cc3ccccc3C)C2)ccc1OC (stereo not given)
  0	0	5
- CC1CC1C(=O)NCCC(=O)Nc1nc2ccccc2n1C1CCCCC1 (stereo not given)
  -5	nt	-1
- Cc1ccccc1C(=O)N1C(=S)C(c2ccc(F)cc2)=NC12CCN(C)CC2
  -3	2	4
- C=CCN(Cc1csc(COc2c(OC)cccc2OC)n1)C(=O)c1cccc(Br)c1
  3	2	-2
- O=C(O)c1[nH]ncc1CN1CCO[C@@H]2CCCC[C@H]21
  -5	nt	15

Following part
Every second line gives: hcGAS inh	mcGAS lum	NPYLR7 ag
- CC(=O)Cn1c(=O)c2c(nc3n(-c4ccccc4F)c(C)cn23)n(C)c1=O
  6	nt	1
- COCCCNC(=O)CSCc1cc(Cl)c2c(c1)OCO2
  -10	nt	6
- OCCNc1nc(N2CCCC2)nc2c1cnn2-c1ccc(F)cc1
  -9	-8	2
- CC(C)(C)c1ccc(CC(=O)N2CCC2(C)C(=O)NCc2ccc(Cl)cc2)cc1 (stereo not given)
  -5	-3	-2
- O=C(c1ccc(-c2noc(C3CC3)n2)cc1)N1CC[C@H](CO)[C@@H](O)C1
  -3	-27	0
- FC(F)C(F)(F)Oc1cccc(Nc2nccn3c(-c4cc(C(F)(F)F)cc(C(F)(F)F)c4)cnc23)c1
  -5	-2	-2
- O=C(Cc1nc2ccc(Cl)cc2[nH]1)N1CCn2cncc2C1
  -1	-9	21
- CCOc1ccc(C2c3cccn3CCN2C(=O)NCc2ccccc2)cc1 (stereo not given)
  -3	nt	12
- COc1ccc(S(=O)(=O)Nc2ccc(CC(=O)NC3CC3)cc2)cc1Cl
  -4	nt	-8
- Cc1csc2ncnc(N3CCCC(Cn4cc(C(=O)O)nn4)C3)c12 (stereo not given)
  -7	nt	5

Other results follow:
Every second line gives: hcGAS inh	mcGAS lum	NPYLR7 ag
- O=C(O)c1ccc(N[C@@H]2OC[C@@H](O)[C@@H](O)[C@@H]2O)cc1
  -3	-5	1
- Cc1cccnc1C(C)Nc1nccc(CCC(F)(F)F)n1 (stereo not given)
  1	nt	-7
- CC(C)(C)c1ccc(OCc2n[nH]c(=S)n2C2CCCC2)cc1
  0	0	6
- CC(C)=CCC/C(C)=C/C(=O)N1CCCC1c1nnc2c(C(F)(F)F)cccn12 (stereo not given)
  -7	-3	-7
- COCC(=O)N1CCCN(C2CCC3(CCNCC3)CC2)CC1
  -1	nt	-4
- COc1cc(NC(=O)CSc2nnc3ccc(-c4cccc(OC)c4)nn23)cc(OC)c1
  -5	-8	-15
- COCC(=O)N1CCC(n2c(C)nc3cc(C(F)(F)F)ccc32)CC1
  -2	-5	2
- O=C(O)C1CN(S(=O)(=O)c2cccc3ccccc23)CCN1 (stereo not given)
  -1	nt	4
- O=C(NC1=NCCS1)c1cn(Cc2ccccc2)nc1OCc1ccccc1
  -1	0	-5
- CN(C1=NC2CS(=O)(=O)CC2S1)c1ccc(Cl)cc1 (stereo not given)
  -8	-6	3

Additional records.
Every second line gives: hcGAS inh	mcGAS lum	NPYLR7 ag
- CCC(C)(C)NC(=O)c1ccc(-n2nc(-c3cccc(C(F)(F)F)c3)cc2N)cc1
  -4	-4	-6
- COc1ccc(OC)c(C2SCCN2C(=O)Nc2ccccc2Br)c1 (stereo not given)
  -2	-6	20
- Cc1c(C(=O)NCCSCc2ccco2)cnc2c(-c3ccccc3F)cnn12
  -5	-8	14
- CCN1CCN(c2nc(Nc3ccccc3)c3cnn(-c4ccccc4)c3n2)CC1
  -4	-6	1
- CSc1ccc(CN2CCC2(C)C(=O)NC(C)(C)C)cc1 (stereo not given)
  -7	nt	1
- C[C@]12CCC3c4ccc(O)cc4CCC3C1CC[C@@H]2OC(=O)CCC1CCCC1 (stereo not given in full)
  -3	nt	-6
- CCOCCN(CCOCC)c1cc(CC)nc2ncnn12
  -6	-5	13
- Cc1cc(-n2c(C)cc(C(=O)COC(=O)CCC(=O)c3cc(C)sc3C)c2C)no1
  -11	nt	-3
- CCCc1nc(N(C)Cc2ccno2)c2cnn(C)c2n1
  0	nt	1
- Cc1nc2c(c(=O)[nH]1)CCN(C(=O)c1cccc(C#CC(C)(C)O)c1)C2
  -6	nt	5

(next part)
Every second line gives: hcGAS inh	mcGAS lum	NPYLR7 ag
- O=C(c1ccn(-c2ccc(F)cc2)n1)N(CCO)Cc1cccnc1
  -3	nt	-2
- O=C(CCN1CCN(c2ccccn2)CC1)Nc1ccsc1
  -1	nt	-21
- COC(=O)c1cccc(CN2CCC(c3nc4c(C)cccc4[nH]3)CC2)n1
  -1	nt	1
- Cc1ccncc1-c1ccc(C(C)N2CCCC2)cc1 (stereo not given)
  -3	-11	nt
- O=C1CC2(C(=O)N1CCOc1ccccc1)C(=O)N(Cc1ccccc1)c1ccc(Cl)cc12 (stereo not given)
  -5	-2	9
- Cc1cc(C)c2nc(N(Cc3cccnc3)C(=O)c3ccc([N+](=O)[O-])s3)sc2c1
  -4	-7	-6
- Cc1nc(-n2nc(-c3cccs3)cc2NC(=O)/C=C\c2ccc3c(c2)OCO3)[nH]c(=O)c1C
  -7	nt	-1
